Compound activity: PubChem BioAssay, National Center for Advancing Translational Sciences (NCATS)
TCR act – T cell receptor activation. 330,000 tested, under 10 active. Potency, µM (titrated, usually from 9.22 µM), inactives show at the top dose activation of IL-2 secretion, most hits filed as activators. primary human leukocytes, anti-CD3, IL-2 HTRF, 48 h; further: % of control where 0% means no effect
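Activity was scored as IL-2 release from primary human leukocytes given only a TCR signal (a-CD3 beads) plus compound for 48 hr. Detection used a two-antibody HTRF format read at 665nm.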
KCNH2 3.1 inh – blocks the human KCNH2 3.1 channel isoform | U2OS KCNH2 3.1, thallium flux FluxOr; active compounds read low | activity change, % (tested at about 1.8 µM) | 340,000 tested, 0.95% active | AID 720553;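 active means maximum activity change below -70%; inconclusive means maximum activity change from -70% to -50%; inactive means maximum activity change above -50%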;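 further: thallium influx rate constant from kinetic fluorescence after stimulation buffer; on the % scale 0 is the no-effect control and ±100 the full control effect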
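Virally transduced U2OS (3.1 isoform, 4 h infection in dark at RT) → overnight 37 C → FluxOr + Red40 in HBSS/HEPES, 45 min → stimulation buffer, 2 min kinetic read → rate constant vs DMSO controls.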
Eya2 inh – Eya2 (human) phosphatase inhibition; Potency, µM (titrated, usually from 76.9 µM), without a hit: top-dose activity, negative = inhibition, actives largely listed as inhibitors; recombinant Eya2, OMFP fluorescence dephosphorylation (OMFP is methylfluorescein phosphate); 330,000 tested, 0.006% active; AID 488837; further: potency means the concentration at half of the fitted maximal effect; on the % scale 0 is the no-effect control and ±100 the full control effect
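Eya2 (0.2 uM) preincubated 10 min at ambient with compound, then OMFP substrate added at 50 uM; 10 min reaction in 50 mM HEPES pH 7.5, 50 mM NaCl, 5 uM MgCl2, 0.05% BSA, 1 mM DTT. Fluorescence read at Ex 485/Em 525 nm.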
AT treatment – potential ataxia-telangiectasia treatments restoring KAP-1 phosphorylation; […] A-T fibroblasts, KAP-1 phosphorylation AlphaLISA; neocarzinostatin DNA damage 30 min before lysis; Potency, µM (series often up to 57.5 µM), for inactives: at the top dose activation, usual class: activators; 320,000 tested, 0.19% active; AID 485349; further: potency means the concentration at half of the fitted maximal effect; % of control where 0% means no effect; nearly all actives have a fitted effect of over 45% in size
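ATM-like activity read as KAP-1 phosphorylation via AlphaLISA donor/acceptor antibody pairs after lysis and 6 hr at 25C. Cells were ATM-null patient fibroblasts ([…], hTERT), dosed 60 min, then exposed to the DSB inducer NCS for 30 min.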
KCNH2 WT inh – KCNH2 (human, wildtype) channel inhibition. 340,000 tested, 0.37% active. U2OS, BacMam KCNH2, thallium flux FluxOr; active compounds read low. Q12809. AID 720551. activity change, % at 1.84 µM;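 active means maximum activity change below -70%; inconclusive means maximum activity change between -70% and -50%; inactive means maximum activity change above -50%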; further: on the % scale 0 is the no-effect control and ±100 the full control effect
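U2OS cells were transduced with wild-type KCNH2 virus (2.03 x 10^8 / mL) for 4 h at room temperature, then cultured overnight at 37 C. Thallium flux was read with FluxOr dye. Rate constants were normalized to DMSO controls.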
TSHR antagonist – human thyrotropin receptor antagonism | 330,000 tested, 0.2% active | activity change, negative = inhibition, % at 11.5 µM | TSHR-expressing cells, TSH-stimulated cAMP HTRF, 2 h; active compounds read low | P16473 | AID 504810;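 active means activity change below a set negative limit, meaning inhibition stronger than a set level, cut at about -70% in these data; inconclusive means activity change between two set negative limits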; further: on the % scale 0 is the no-effect control and ±100 the full control effect
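TSHR-expressing cells were treated with compounds, then stimulated with TSH at EC80 (4nM final) for 2 hours at 37 deg C. Cellular cAMP was measured by HTRF competition between lysate cAMP and cAMP-d2 for a cryptate-labelled anti-cAMP antibody.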
USP2a inh – inhibitors of human ubiquitin-specific protease USP2a; O75604; USP2 core, Ub-CHOP2 coupled fluorogenic reporter, 485/531; Potency, µM (highest dose often 38.3 µM), for inactives: top-dose activity change, negative = inhibition, most hits filed as inhibitors; 330,000 tested, 0.01% active; AID 463254;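 further: potency means the concentration at half of the fitted maximal effect; plate controls were DMSO wells for no effect and full inhibition by NEM control for full effect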
Target sequence (O75604 whole entry, looked up): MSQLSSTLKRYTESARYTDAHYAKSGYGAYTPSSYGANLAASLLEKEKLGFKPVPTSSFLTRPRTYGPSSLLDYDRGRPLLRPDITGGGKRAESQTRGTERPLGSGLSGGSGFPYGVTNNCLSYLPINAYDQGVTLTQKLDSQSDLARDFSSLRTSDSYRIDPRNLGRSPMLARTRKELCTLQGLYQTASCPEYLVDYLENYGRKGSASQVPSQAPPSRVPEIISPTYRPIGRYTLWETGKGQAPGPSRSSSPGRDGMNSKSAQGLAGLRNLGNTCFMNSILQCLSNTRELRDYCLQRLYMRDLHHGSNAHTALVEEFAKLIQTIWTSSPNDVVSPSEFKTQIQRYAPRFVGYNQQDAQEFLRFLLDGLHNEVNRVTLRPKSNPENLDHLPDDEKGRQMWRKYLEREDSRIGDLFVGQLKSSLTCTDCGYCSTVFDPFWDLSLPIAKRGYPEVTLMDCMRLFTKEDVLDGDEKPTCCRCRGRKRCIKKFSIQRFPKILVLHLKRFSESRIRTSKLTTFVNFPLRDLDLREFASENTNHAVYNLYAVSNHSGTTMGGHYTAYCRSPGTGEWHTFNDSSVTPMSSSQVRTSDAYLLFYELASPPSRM
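Deubiquitinase activity read as fluorescence (485/531 nm) after Ub-CHOP2 cleavage activates the enterokinase reporter on its substrate; USP2 core 10nM, Ub-CHOP2 and substrate 25nM each, 30min compound preincubation then 60min RT; data normalized to NEM, curves fitted.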
TRPV1 agonist – activates the human vanilloid receptor TRPV1; TRPV1-expressing cells, Fluo-8 calcium influx, agonist mode; 320,000 tested, 0.19% active; activation, % at 8.33 µM; AID 540275; in the data active means activation above about 80%; inconclusive means between about 30% and that limit; further: 0% is about no effect
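TRPV1-expressing cells were cultured overnight at 35.5C and loaded with Fluo-8 calcium dye for 40 to 90 min at room temperature. After a 10 s baseline, compound was added and calcium influx was read kinetically for 3 min (ex 480/em 520 nm).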
Mito fusion act – inhibitors of mitochondrial division or activators of mitochondrial fusion | AID 485298 | S. cerevisiae fusion-defective mutant growth rescue, CellTiterGlo 48 h | 320,000 tested, 0.23% active | Potency, µM (titrated, usually from 46.1 µM), for the others: at the highest dose growth rescue (activation), usual class: activators;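 further: potency means the concentration at half of the fitted maximal effect; % of control where 0% means no effect; nearly all actives have a fitted effect of over 45% in size; temperature-sensitive fusion mutants such as fzo1-1 at 37 °C on non-fermentable ethanol glycerol medium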
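Temperature-sensitive fusion-defective S. cerevisiae (e.g. fzo1-1, mgm1-5) were grown with compound in YPEG medium (3% ethanol, 3% glycerol) for 48 hours at 37C. Growth rescue was measured as viability by CellTiterGlo luminescence after 10 minutes at ambient.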
ELG1 DNA repair – inhibitors of ELG1-dependent DNA repair in HEK293T cells; AID 504467; HEK293T ELG1-luciferase reporter, luminescence, 16 h; DNA damage induced by 5-fluorouridine; Potency, µM (highest dose often 46.1 µM), without a hit: at the highest dose activity change, negative = inhibition, most hits filed as inhibitors; 330,000 tested, 2.3% active; further: potency means the concentration at half of the fitted maximal effect; on the % scale 0 is the no-effect control and ±100 the full control effect; nearly all actives have a fitted effect of over 55% in size
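Quantitative HTS, concentration-response format. 2,000 cells/well co-treated with 5-fluorouridine and compound, 16 hr in 5% CO2 at 37 °C; ONE-Glo luminescence read after 30 min.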
The depositor's hits bear a star; ? = inconclusive; . = no result given; & = joins results of further samples; [ ] = another dose, or the depositor's remark. Unless noted, the call rests on the fitted dose curve; in most records, active means well fitted curve in the direction sought with a large enough effect; inconclusive means small, poorly fitted or top-dose-only effect, or another doubt; inactive means no such curve, though single readings can be large; an effect the other way counts as inactive or inconclusive. This is a subset. The share of hits here may be higher or lower than overall.

Order of results – Eya2 inh	Mito fusion act	KCNH2 3.1 inh	ELG1 DNA repair	KCNH2 WT inh	AT treatment	TSHR antagonist	USP2a inh	TCR act	TRPV1 agonist
- COc1ccccc1NC(=O)CN1C(=O)NC(C)(C)C1=O
    7%	-1%	6	-2%	-5	6%	3	0%	2%	0
- COC(=O)c1c(NC(=O)c2ccc(OC(C)C)cc2)sc2c1CC(C)(C)NC2(C)C
    -7%	7%	-11	12%	-9	-4%	16	-2%	4%	3
- C=CCC(C(=O)OC)(C(=O)OC)c1ccc([N+](=O)[O-])cn1
    1%	0%	-2	-2%	-5	-2%	-4	1%	-1%	1
- Cc1cc(C(=O)OCC(=O)Nc2cccc(S(=O)(=O)N(C)C)c2)c(C)o1
    8%	0%	4	-6%	3	-19%	-8	3%	-1%	1
- COc1ccc(NC(=O)CN(C)C(=O)/C=C/c2ccc(OCc3ccccc3)cc2)cc1
    ?	0%	-4	-7%	-11	5%	-5	-2%	-5%	15
- COc1cc(C2NC(=O)NC(C)=C2C(=O)OC2CCCCC2)cc(Cl)c1O (stereo not drawn)
    0%	3%	-5	2%	7	-4%	37	2%	-1%	2
- CC(=O)N1CCN(Cc2nc3cc(NC(=O)c4ccccc4)ccc3n2C)CC1
    -12%	1%	4	18%	1	-7%	11	1%	1%	1
- Cc1cc(NC(=O)C2CC2)n(-c2nc3ccccc3s2)n1
    -5%	9%	-10	0%	1	4%	-17	1%	1%	16
- COc1cccc(C(=O)NNC(=O)C(=O)Nc2cccc3ccccc23)c1
    -10%	-1%	5	-9%	?	-5%	-15	1%	-6%	4
- Cc1nc(NC(=O)c2ccccc2)sc1-c1csc(Nc2ccc(C(=O)O)cc2)n1
    1%	-2%	-4	?	2	-10%	-15	-13%	5%	-1
- O=C(CCN1CCCCC1)Nc1cccc(Cl)c1
    16%	-1%	-2	0%	7	-1%	4	2%	-3%	0
- O=C(/C=C/c1ccc2c(c1)OCO2)NCCSCc1cccc(Cl)c1
    -3%	2%	-5	-7%	9	2%	-30	-1%	7%	?
- COc1ccc(C(O)P(=O)(OC(C)C)c2ccc(N(C)C)cc2)c(OC)c1 (stereo not drawn)
    -3%	-9%	0	2%	2	1%	0	3%	-5%	-4
- COC(=O)c1scc(C)c1N/N=C(\C)c1cc(F)c(Cl)cc1F
    -9%	-2%	-4	21%	-2	.	13	-6%	4%	5
- O=C(c1ccc(Cl)c(S(=O)(=O)N2CCCCC2)c1)N1CCCCCC1
    -3%	-4%	.	2%	-4	1%	-4	3%	0%	?

The list goes on, starting with the last 2 of the part before.
Order of results – Eya2 inh	Mito fusion act	KCNH2 3.1 inh	ELG1 DNA repair	KCNH2 WT inh	AT treatment	TSHR antagonist	USP2a inh	TCR act	TRPV1 agonist
- COC(=O)c1scc(C)c1N/N=C(\C)c1cc(F)c(Cl)cc1F
    -9%	-2%	-4	21%	-2	.	13	-6%	4%	5
- O=C(c1ccc(Cl)c(S(=O)(=O)N2CCCCC2)c1)N1CCCCCC1
    -3%	-4%	.	2%	-4	1%	-4	3%	0%	?
- O=C(COC(=O)c1cccc(S(=O)(=O)N2CCOCC2)c1)Nc1ncc(Cl)cc1Cl
    -13%	-3%	-2	-2%	4	1%	27	1%	5%	1
- O=C(NCC1COc2ccccc2O1)Nc1ccccc1F (stereo not drawn)
    9%	5%	-5	18%	-6	2%	-16	1%	-7%	?
- Cc1ccsc1/C=C1/SC(N2CC(C)OC(C)C2)=NC1=O (stereo not drawn)
    1%	9%	1	-28%	9	1%	7	-1%	2%[46.1 µM]	21
- CC(=O)c1ccc(N2CCN(S(=O)(=O)c3ccc4c(c3)CC(C)N4C(=O)C3CC3)CC2)cc1 (stereo not drawn)
    2%	-3%	11	?	-4	-5%	-9	1%	-7%	-1
- O=c1cc(O)nc(SC23CC4CC(CC(C4)C2)C3)[nH]1
    15%	-1%	-3	1%	-5	4%	-21	0%	-2%	1
- O=S(=O)(c1cccc(-c2nc3n(n2)Cc2ccccc2-3)c1)N1CCCC1
    -3%[15.4 µM]	-7%	8	-38%	5	8%	-16	4%	2%	0
- CCCc1ccc(OCC(O)CN2CCN(C(=O)OCC)CC2)cc1 (stereo not drawn)
    -3%	-27%	-7	10%	-10	3%	0	1%	0%	2
- CC(=O)NCc1ccc(C(=O)CSc2nnc(C3CC3)n2C2CC2)cc1
    0%	2%	1	19%	6	4%	-9	-1%	-7%	1
- COC(=O)C(N)Cc1ccc(Cl)cc1 (stereo not drawn)
    1%&-36%	-8%&-2%	0	11%	16	4%	9&-1	1%	2%	1
- CC(Sc1nnc(Cc2ccc([N+](=O)[O-])cc2)o1)C(N)=O (stereo not drawn)
    -10%	2%	-7	-10%	-15	-2%	0	0%	.	-8
- CCOCCCn1c(=N)c(C(=O)NCc2ccc3c(c2)OCO3)cc2c(=O)n3ccccc3nc21
    8%	5%	.	?	.	.	10	-1%	.	11
- O=C(NC(Cc1ccccc1)C(=O)O)/C(=C\c1ccc(Cl)cc1)NC(=O)c1ccco1 (stereo not drawn)
    -22%	5%	-10	0%	2	-4%	-8	-1%	-3%	1
- O=C(CN1C(=O)c2ccccc2S1(=O)=O)NCc1ccc2c(c1)OCO2
    0%	5%	-18	11%	-3	-6%	1	-1%	6%[46.1 µM]	3
- O=C(NCc1ccc(F)cc1)C1CCN(S(=O)(=O)c2cccnc2)CC1
    8%	14%	-2	0%	-7	1%	8	-5%	8%	2
- CC1CCCCC1NC(=O)Cn1cccc1C(=O)c1ccccc1 (stereo not drawn)
    -16%	-7%	5	15%	-3	0%	-4	-2%	2%	11
- Cc1cc(C)c(NC(=O)CCn2nnc3ccccc32)c(C)c1
    1%	8%	5	-7%	-3	10%	20	7%	-32%	2
- Cn1c(CNc2ccccn2)c(C#N)c2ccccc21
    -6%	0%	-13	-9%	-6	8%	11	-1%	-4%	1
- Cc1ccc(C(c2cc(Cl)c3cccnc3c2O)N2CCN(C)CC2)cc1 (stereo not drawn)
    -3%	?	-42	16µM*	0	-13%	28	0%	-4%	5
- O=C(CN1C(=O)/C(=C/c2ccco2)SC1=S)Nc1ccc(C(=O)O)c(O)c1
    -15%	1%	-18	19%	-31	7%	8	0%	-1%	0
- Cc1cccc2nc(=S)n(C(=O)c3ccco3)n12
    5%	?	-29	?	-1	13%	12	-2%	.	5
- Cc1cccnc1NC1OC(=O)c2ccccc21 (stereo not drawn)
    27%	-1%	13	11%	-8	5%	5	0%	0%	0
- O=C(NCCCN1CCOCC1)c1cccc(S(=O)(=O)N2CCOCC2)c1
    8%	-2%	-10	19%	-1	0%	8	2%	3%	0
- COc1ccc(C(=O)NCC2(c3ccc(OC)c(OC)c3)CCCC2)c(OC)c1
    -9%	21%	-4	?	6	3%	-5	1%	-3%	?
- COc1ccc(CCN2CC(C(=O)N(C)Cc3ccccc3OC)CCC2=O)cc1 (stereo not drawn)
    3%	18%	6	1%	-8	-5%	9	1%	-4%	0
- O=c1c(N2CCOCC2)nsn1Cc1ccccc1
    -5%	0%	-21	4%	-3	0%	24	1%	-9%	-1
- O=C1Nc2ccccc2C(=O)N2[C@H](c3ccccc3)[C@@H]3C(=O)N(Cc4ccccc4)C(=O)[C@@H]3[C@H]12
    9%	-1%	-10	-10%	1	8%	5	-1%	-1%	19
- Cc1ccc(C)c(Cn2nnc3c(=O)[nH]c(C(=O)NCc4ccco4)nc32)c1
    2%	4%	14	-7%	-3	3%	-7	0%	.	-1
- COc1cc(N(C)C)c(NC(C)=O)cc1C(=O)O
    10%	0%	.	6%	-4	1%	5	0%	-6%	-1
- Cc1ccc(-c2nc(SCC(=O)NCC3CCCO3)c(-c3ccccc3)[nH]2)cc1 (stereo not drawn)
    0%	2%	14	?	2	-1%	-8	1%	-1%	?
- Cc1ccccc1N1CCN(S(=O)(=O)c2ccc3oc(=O)ccc3c2)CC1
    19%	16%	-15	-10%	-1	-1%	-2	-4%	0%	?
- Cc1ccc(-n2nnnc2SCC(=O)NCCC2=CCCCC2)c(C)c1
    -5%	25%	-15	-8%	13	2%	-37	4%	0%	21
- NC(=O)Cc1ccc(Nc2nnc(-c3ccc(O)cc3)c3ccccc23)cc1
    -5%	-4%	-1	8%	-1	-1%	-10	1%	12%[46.1 µM]	0
- COc1ccc(C(=O)N/C(=C\c2ccco2)C(=O)NCCN2CCOCC2)cc1
    6%	0%	13	8%	4	4%	2	1%	-9%	-2
- COc1cccc(C(=O)CSc2nc3ccccc3n2CC(=O)N2CCOCC2)c1
    0%	-4%	1	9%	21	2%	14	4%	.	-3
- O=C(Nc1ccccc1Cl)c1ccc(-n2cccn2)c([N+](=O)[O-])c1
    2%	-2%	-2	?	-13	4%	15	0%	4%	-3
